# TCR activator: T cell receptor activation. primary human leukocytes, anti-CD3, IL-2 HTRF, 48 h. Potency, µM (doses to about 9.22 µM), for inactives: at the highest dose activation of IL-2 secretion, actives largely listed as activators. 330,000 tested, under 10 active; also: % of control where 0% means no effect
#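 TCR engagement came from a-CD3 beads alone, with compounds added to primary human leukocytes for 48 hr. Secreted IL-2 bridged europium cryptate- and d2-labelled anti-IL-2 antibodies, giving FRET emission at 665nm after 320nm excitation.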
# CXXC DNA block: inhibitors of human MLL CXXC domain-DNA interaction; MLL-CXXC / FITC-HOXA9 DNA fluorescence polarization; Q03164; actives 0.037% (n = 290,000); Potency, µM (doses to about 115 µM), without a hit: top-dose activity change, negative = inhibition, hits mostly inhibitors; active = well fitted inhibition curve with a large enough effect in the polarisation, with a control signal flat, not every such curve was filed as active; inconclusive = small, poorly fitted or top-dose-only effect, or effect the other way, or a change in a side signal; inactive = no such curve, though single readings can be large or run the other way; the % refers to the polarisation; also: potency is read from the fitted curve at half-maximal effect
#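 Fluorescence polarization: 7 uM MLL-CXXC (stock) preincubated 5 min with compounds, then 50 nM fluorescein-HOX-A9 DNA (stock) added; 30 min ambient. Buffer 50 mM Tris-HCl pH 7.5, 50 mM NaCl, 1 mM DTT, 0.05% BSA.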
# B2AR arrestin: recruits beta-arrestin to the human beta2-adrenergic receptor | P07550 | beta-arrestin recruitment to beta2AR, cell-based reporter | Potency, µM (highest dose often 46.1 µM), for the others: at the highest dose activation, most hits filed as activators | actives 0.02% (n = 330,000);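 also: potency is read from the fitted curve at half-maximal effect; 0% = DMSO controls and full agonism = EC100 isoproterenol or metaproterenol; nearly all actives have a fitted effect of over 65% in size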
# Target sequence (P07550 whole entry, looked up): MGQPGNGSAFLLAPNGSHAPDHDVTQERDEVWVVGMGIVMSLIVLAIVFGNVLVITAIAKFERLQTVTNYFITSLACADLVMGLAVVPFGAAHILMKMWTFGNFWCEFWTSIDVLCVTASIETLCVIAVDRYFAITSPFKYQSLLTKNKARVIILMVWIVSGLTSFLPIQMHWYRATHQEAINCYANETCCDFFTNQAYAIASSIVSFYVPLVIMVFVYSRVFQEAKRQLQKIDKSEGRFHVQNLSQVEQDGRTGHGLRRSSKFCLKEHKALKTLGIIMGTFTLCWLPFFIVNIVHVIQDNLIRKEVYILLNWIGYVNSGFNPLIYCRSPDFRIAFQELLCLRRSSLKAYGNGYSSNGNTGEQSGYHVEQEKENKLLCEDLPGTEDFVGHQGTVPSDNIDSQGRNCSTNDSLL
# ELG1 repair inh: blocks ELG1-dependent DNA repair in HEK293T cells. HEK293T ELG1-luciferase reporter, luminescence, 16 h; DNA damage induced by 5-fluorouridine. Potency, µM (doses to about 46.1 µM), for inactives: at the top dose activity change, negative = inhibition, most hits filed as inhibitors. actives 2.3% (n = 330,000). AID 504467; also: potency is read from the fitted curve at half-maximal effect; % is scaled to controls: 0 for no effect and ±100 for the full control effect; nearly all actives have a fitted effect of over 55% in size
#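 Cells (2,000 per well) received 5-fluorouridine plus test compound or DMSO and were incubated 16 hr at 37 °C, 5% CO2. Luciferase activity was read by luminescence 30 min after ONE-Glo addition; signal suppression marked inhibition of damage-induced ELG1 function.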
# TRPV1 ag: activates the human vanilloid receptor TRPV1; Q8NER1; TRPV1-expressing cells, Fluo-8 calcium influx, agonist mode; activation, % at 8.33 µM; actives 0.19% (n = 320,000); in the data active = activation above about 80%; inconclusive = between about 30% and that limit; also: 0% is about no effect
#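 Fluo-8 calcium influx in TRPV1-expressing cells, kinetic read (ex 480/em 520 nm). Compound added and read 3 min for agonist activity, followed by capsaicin at EC20 final and 2 min further read for enhancement.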
# BRCA1 expr act: BRCA1 expression activation | MCF7-BRCA1-FFLuc reporter, luminescence, 48 h; response scale: scaled: vehicle 0%, 10 µM genistein 100% | Potency, µM (doses to about 46.1 µM), for the others: top-dose activation, usual class: activators | actives 1.1% (n = 380,000) | AID 624202; also: potency is read from the fitted curve at half-maximal effect; nearly all actives have a fitted effect of over 80% in size; some results filed as inactive show a strong effect at the top dose
#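 MCF7-BRCA1-FFLuc cells, 2000/well in phenol-red-free MEM, attached 2 h then treated 48 h at 37 C. Luciferase luminescence read 15 min after reagent; normalized to genistein maximum activation (10microM) and DMSO, concentration-response fitted.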
# p53 reactivator: mutant p53 re-activation in reporter cells; H1299 p53-A138V BP100-luciferase reporter, luminescence, 24 h; Potency, µM (doses to about 92.2 µM), for inactives: top-dose activity change, positive = activation, most hits filed as activators; actives 0.063% (n = 320,000); also: potency is read from the fitted curve at half-maximal effect; % of control where 0% means no effect; nearly all actives have a fitted effect of over 45% in size
#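 H1299 (p53-null), stable ts p53-A138V + BP100-Luc; 1000 cells/well, Opti-MEM/10% FBS; cpd 4 pt, 1:5; 24 h, 37 deg C, 5% CO2; detection reagent 10 min RT; luminescence.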
# AT treatment: candidate therapy for ataxia-telangiectasia. […] A-T fibroblasts, KAP-1 phosphorylation AlphaLISA; neocarzinostatin DNA damage 30 min before lysis. Potency, µM (highest dose often 57.5 µM), for inactives: at the top dose activation, usual class: activators. actives 0.19% (n = 320,000); also: potency is read from the fitted curve at half-maximal effect; % of control where 0% means no effect; nearly all actives have a fitted effect of over 45% in size
#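 ATM-like activity read as KAP-1 phosphorylation via AlphaLISA donor/acceptor antibody pairs after lysis and 6 hr at 25C. Cells were ATM-null patient fibroblasts ([…], hTERT), dosed 60 min, then exposed to the DSB inducer NCS for 30 min.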
# TSG101-PTAP inh: blocks PTAP/TSG101 interaction to inhibit HIV-1 budding. 340,000 tested, under 10 active. Fluorescence polarization, FITC-PTAP peptide / Tsg101 binding. AID 493005. Potency, µM (titrated, usually from 115 µM), for the others: at the top dose activity change, negative = inhibition, most hits filed as inhibitors. Q99816; active = well fitted inhibition curve with a large enough effect in the main read-out, with a control signal flat, not every such curve was filed as active; inconclusive = small, poorly fitted or top-dose-only effect, or effect the other way, or a change in a side signal; inactive = no such curve, though single readings can be large or run the other way; also: potency is read from the fitted curve at half-maximal effect; % of control where 0% means no effect
# Target sequence (Q99816 whole entry, looked up): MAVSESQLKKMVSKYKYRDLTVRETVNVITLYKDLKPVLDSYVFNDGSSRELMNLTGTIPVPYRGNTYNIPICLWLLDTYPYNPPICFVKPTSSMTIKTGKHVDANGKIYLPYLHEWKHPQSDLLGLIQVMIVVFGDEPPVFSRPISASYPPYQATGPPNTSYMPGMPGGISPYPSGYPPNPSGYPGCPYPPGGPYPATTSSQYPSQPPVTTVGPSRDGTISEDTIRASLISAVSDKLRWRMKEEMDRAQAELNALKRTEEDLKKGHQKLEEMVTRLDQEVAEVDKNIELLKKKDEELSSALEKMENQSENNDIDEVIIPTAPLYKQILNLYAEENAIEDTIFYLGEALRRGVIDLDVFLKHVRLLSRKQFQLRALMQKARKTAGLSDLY
#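 Steps: Tsg101 binding domain dispensed (10 uM final), compounds pinned in DMSO, FITC-labeled PTAP-motif peptide added (50 nM final); after 20 min binding at room temperature, polarization measured.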
# a7 integrin act: activates integrin-mediated alleviation for muscular dystrophy | alpha7betagal myoblasts, beta-gal FDG fluorescence, 48 h | Potency, µM (highest dose often 38.3 µM), for the others: at the top dose activation, actives largely listed as activators | actives 0.064% (n = 350,000) | AID 624291;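 also: potency is read from the fitted curve at half-maximal effect; 100% = response of the positive control SU9516; nearly all actives have a fitted effect of over 60% in size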
#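 alpha7betagal+/- myoblasts (passage 13, 250/well) treated 48 h at 37C with compounds at 1:260 dilution of DMSO stock. Lysed, then beta-galactosidase activity read as FDG fluorescence (ex 480/em 540) after 30 min, with pre-read for autofluorescence.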
# An asterisk follows results filed as active; ? = inconclusive; . = no result given; [ ] = another dose, or the depositor's remark. Unless noted, calls follow the shape of the dose curve; as a rule, active = well fitted curve in the direction sought with a large enough effect; inconclusive = small, poorly fitted or top-dose-only effect, or another doubt; inactive = no such curve, though single readings can be large; an effect the other way counts as inactive or inconclusive.
SMILES,TCR activator,CXXC DNA block,B2AR arrestin,ELG1 repair inh,TRPV1 ag,BRCA1 expr act,p53 reactivator,AT treatment,TSG101-PTAP inh,a7 integrin act
COc1nc(NS(=O)(=O)c2ccc(C)cc2)nc(C)c1Cl,-19%,1%,3.5%,-4%,9,17%,1%,5%,-5%,-16%
Cc1ccc2nc(N(CCCN(C)C)C(=O)c3cc(-c4cccs4)nc4ccccc34)sc2c1,-2%,?,-0.3%,-23%,0,-71%,-18%,1%,-5%,-50%[inhibitor]
Cc1ccc(NC(=O)CCS(=O)(=O)c2ccc3c(c2)NC(=O)C(C)S3)cc1Cl (centres undefined),-6%,20%,0.4%,-18%,4,-15%,?,5%,-2%,22%
O=C(NCCc1c[nH]c2ccccc12)c1ccc2[nH]c(=O)c(=O)[nH]c2c1,0%,-18%,0.4%,11%,4,-3%,-5%,11%,-1%,-23%
COc1cccc(-n2cc(CNCc3cn(C)nc3-c3ccccc3F)cn2)c1,-5%,-10%,0.8%,-6%,3,0%,2%,2%,-1%,-60%[inhibitor]
N/C(=N\OC(=O)/C=C/c1ccccc1)c1cccnc1,2%,-27%,-0.8%,?,4,10µM*,24%,6%,3%,-1%
CCC(=O)N=c1sc2cc(F)cc(F)c2n1C,2%,.,.,.,.,3%,.,.,-1%,-3%
Cc1ccccc1Nc1nc(N)nc(COC(=O)c2ccc(S(=O)(=O)N(C)C)cc2)n1,5%,11%,0.3%,-5%,3,-7%,-7%,-2%,-4%,-11%
COc1ccc(N2CC(C(=O)OCC(=O)Nc3cccc(C)c3C)CC2=O)cc1 (centres undefined),3%,-2%,0.2%,12%,3,-3%,8%,-2%,0%,-5%
CCOc1ccc(NS(=O)(=O)c2c(C)nc3sccn3c2=O)cc1,-6%,.,-0.2%,1%,8,2%,.,3%,-3%,24%
O=C(O)CCCC(=O)Nc1ccc(Br)cc1C(=O)O,-4%[46.1 µM],-8%,-0.6%,5%,-7,-8%,-3%,0%,-4%,0%
Cc1ccc(C(=O)Nc2ccc3c(c2)OCO3)o1,6%,-4%,-0.2%,?,10,67%,?,-7%,0%,-20%
O=C(CSCc1c(Cl)cccc1Cl)NCC1CCCO1 (centres undefined),3%,0%,-0.1%,10%,0,26%,-6%,12%,-4%,20%
Cc1cccc(NC(=O)C2CCN(S(=O)(=O)c3cccc4cccnc34)CC2)n1,9%,-5%,0.3%,?,.,-23%,6%,13%,-3%,-11%
CC(C)N(C(=O)COC(=O)Cn1cnc2ccccc21)c1ccccc1,-2%,.,-0.2%,4%,0,-19%,6%,0%,0%,5%
COC(CNC(=O)c1cn(C)c2ccc(S(=O)(=O)N3CCOCC3)cc2c1=O)OC,1%,-1%,-0.7%,6%,6,-11%,4%,-11%,1%,-10%
CC1=C(C(=O)OCc2ccccc2)C(c2ccc([N+](=O)[O-])cc2)NC(=O)N1CCCCCC(=O)O (centres undefined),-3%,3%,-0.7%,6%,-7,-5%,-2%,12%,0%,-3%
CCOCC(=O)Nc1c(C(=O)Nc2ccc3c(c2)OCO3)oc2ccccc12,11%,0%,-0.2%,?,?,?,-6%,3%,-2%,?
CC(=O)c1ccc(OCCCC(=O)NCC(c2ccco2)N(C)C)cc1 (centres undefined),1%,3%,-1.0%,3%,4,-8%,-2%,4%,-3%,-5%
O=C1c2ccccc2S(=O)(=O)c2cc(C(=O)N3CCN(C(=O)c4ccccc4)CC3)ccc21,0%,.,.,.,.,2%,.,.,-2%,5%
COc1ccc(S(=O)(=O)N2CCOCC2)cc1NC(=O)c1c(-c2ccccc2)noc1C,.,.,0.4%,?,8,-15%,-11%,-6%,-3%,-19%
COc1cc(CCC(=O)Nc2ccc(Cl)c(C(F)(F)F)c2)cc(OC)c1OC,-1%[46.1 µM],3%,-0.7%,?,-1,-23%,2%,2%,-4%,-18%
CCCOc1ccc(N2C(=O)CC(N3CCN(CCN=CC4C(=O)CC(C)(C)CC4=O)CC3)C2=O)cc1 (centres undefined),0%,1%,-1.0%,10%,0,-22%,4%,-1%,-3%,-36%
CCOC(=O)CC1(NC(=O)C2CCC(=O)N(CCc3ccccc3)C2)CCCCC1 (centres undefined),8%,1%,-0.1%,?,0,5%,19%,0%,-2%,1%
O=C1c2ccccc2C(=O)c2c(Nc3ccc(CCO)cc3)ccc(O)c21,3%,-3%,0.4%,15µM*,10,-67%,-6%,1%,-8%,11%
O=C(NCCO)c1ccc(CSc2nc3ccccc3[nH]2)cc1,-7%[46.1 µM],-1%,-0.2%,?,2,59%,28%,3%,-2%,-12%
Cc1ccccc1Nc1nc(N)nc(CN2CCN(c3ccccn3)CC2)n1,-1%,4%,-0.4%,-3%,-1,-7%,0%,-6%,-1%,-2%
COc1ccc(CC(=O)N(Cc2ccccc2)c2ccc(C)cc2)cc1S(=O)(=O)N1CCOCC1,1%,.,0.7%,-12%,-3,-43%,-1%,4%,-6%,-2%
Cc1cc(C(=O)N2CCC(C)CC2)on1,0%,-18%,0.1%,17%,-1,22%,1%,-5%,4%,11%
Cc1ccccc1Sc1c(C#N)c(-c2ccccc2)nn1C,.,-14%,-1.6%,1%,5,-44%,-5%,7%,1%,-18%
O=C(NNc1cccc(Cl)n1)c1ccc(Cl)cc1Cl,-7%,1%,0.1%,?,1,3%[1.84 µM],17%,2%,-3%,-7%
COc1ccc(COC(=O)CCc2c[nH]c3ccccc23)cc1F,5%,.,.,.,.,-22%,.,.,-5%,1%
CCOC(=O)C1CCCN(C(=O)CSc2ccc(Br)cc2)C1 (centres undefined),-1%,-2%,0.2%,18%,29,0%,2%,2%,-4%,1%
Cc1cc(Cl)c(S(=O)(=O)NCCC(=O)O)cc1OCC(N)=O,-10%,-1%,0.4%,10%,-2,-9%,21%,2%,-7%,27%
O=C(OCc1ccc(Cl)c(Cl)c1)c1ccc[nH]1,-2%,26%,-0.7%,?,28,13µM*,?,0%,-8%,22%
Cc1nc2nc[nH]n2c(=O)c1NC(=O)c1cccc(OCC(C)C)c1,4%,-2%,-0.2%,3%,-5,-11%,-4%,0%,0%,9%
O=C(CN1CCN(c2ncccn2)CC1)NCCC1=CCCCC1,-6%,-9%,0.0%,?,8,22%,2%,-7%,1%,-5%
Cc1ccc(C)c(C(=O)COc2ccc(C)nc2[N+](=O)[O-])c1,0%,6%,0.0%,9%,-1,-23%,-9%,-6%,0%,-41%[inhibitor]
Cc1c(C(=O)N2C[C@@H](C)O[C@@H](C)C2)oc2c(F)cccc12,3%,1%,0.5%,?,?,11µM*,?,-3%,-5%,-16%
O=C(CSc1nnc(NC(=O)c2ccco2)s1)Nc1ccccc1Br,2%,11%,3.5%,-1%,-2,-8%,3%,1%,1%,-7%
CCc1nnc(NC(=O)CCC(=O)N2CCN(Cc3ccc(OC)c(F)c3)CC2)s1,-1%,0%,-0.9%,-8%,0,-14%,5%,0%,1%,55%
C=CCNc1nc(Cl)nc(NC2CCCCC2)n1,.,24%,?,?,2,38%,18%,-10%,-2%,-5%
Nc1ccc2nc(SCc3ccccc3F)sc2c1,1%,5%,0.1%,?,0,0%,21%,23%,-4%,-10%
Cc1nn(CC(=O)N2CCOCC2)c(C)c1[N+](=O)[O-],4%,14%,-1.9%,9%,-1,12%,2%,-6%,-5%,-12%
Cc1coc2cc3oc(=O)c(CC(=O)N(C)CC(=O)O)c(C)c3cc12,-3%,9%,-0.1%,1%,2,-39%,-2%,-1%,-10%,5%
Cc1ccc(NC(=O)COC(=O)C2CC3CCCC(C2)C3=O)c([N+](=O)[O-])c1 (centres undefined),0%,.,0.5%,0%,9,12%,-6%,0%,-3%,31%
Cc1nc2ccccn2c1-c1csc(Nc2cccc(O)c2)n1,-27%,-6%,0.0%,?,-4,-21%,6%,-4%,-8%,-56%[inhibitor]
COc1cc(N=C2C(=O)N3CCCc4cccc2c43)cc(OC)c1,-2%[46.1 µM],5%,-1.6%,-4%,0,-16%,10%,-7%,-10%,-21%
CCC(C)NC(=O)CSc1nnc(-c2ccc(Cl)cc2)n1N (centres undefined),4%,17%,-0.8%,-3%,1,-7%,-2%,2%,-5%,11%
CCOc1cc(C(=O)NC2CC(C)(C)NC(C)(C)C2)cc(OCC)c1OCC,.,-3%,-0.1%,?,-2,-14%,-6%,7%,-2%,-5%
COc1ccc(CNC(=O)C(=O)NCc2cccnc2)cc1,3%,-17%,0.2%,-12%,-1,0%,4%,1%,2%,0%
C[C@H](NC(=O)c1ccccc1)C(=O)Nc1nc(-c2ccccn2)cs1,-3%,-8%,?,7.3µM*,1,-37%,4%,-4%,0%,-29%
